# High-throughput results: PubChem, several laboratories
# CHT PAM = CHT positive allosteric modulators, primary screen, cell-based, membrane potential dye, choline EC20. hit rate 0.49% among 310,000. B-score at 10 µM. High affinity choline transporter 1 (Homo sapiens), Q9GZV3. CHT-expressing cells; stronger effect = higher value; LV-AA mutant CHT in HEK293 cells;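 active means initial fluorescence not abnormally high and integrated response B-score, plate-corrected, over 3 SD above library mean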
# Target sequence (Q9GZV3 whole entry, looked up): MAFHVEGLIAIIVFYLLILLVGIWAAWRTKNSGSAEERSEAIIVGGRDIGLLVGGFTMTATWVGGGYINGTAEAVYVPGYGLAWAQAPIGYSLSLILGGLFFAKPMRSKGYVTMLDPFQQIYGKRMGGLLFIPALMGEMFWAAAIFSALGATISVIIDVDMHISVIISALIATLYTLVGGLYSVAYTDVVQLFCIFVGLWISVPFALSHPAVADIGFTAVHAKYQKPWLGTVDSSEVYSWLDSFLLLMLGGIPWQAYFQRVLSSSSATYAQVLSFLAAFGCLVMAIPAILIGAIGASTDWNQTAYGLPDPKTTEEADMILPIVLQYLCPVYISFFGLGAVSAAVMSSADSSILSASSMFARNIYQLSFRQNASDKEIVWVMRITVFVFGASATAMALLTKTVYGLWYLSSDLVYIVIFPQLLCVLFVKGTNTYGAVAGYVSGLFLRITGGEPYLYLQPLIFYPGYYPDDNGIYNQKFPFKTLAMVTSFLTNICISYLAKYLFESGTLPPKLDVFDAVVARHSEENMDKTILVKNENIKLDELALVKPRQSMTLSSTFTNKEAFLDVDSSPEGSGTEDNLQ
# OX1R antag-1 = antagonists of human orexin 1 receptor (OX1R). Orexin/Hypocretin receptor type 1 (Homo sapiens), O43613. OX1R-expressing cells, FRET antagonist read-out. inhibition, % at 6.6 µM. hit rate 1.8% among 330,000. AID 485270, 2010; in the data active means inhibition mostly above about 38%, no sharp cut-off; inactive means mostly below about 40%;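 further: 0% = agonist challenge alone and 100% = reference antagonist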
# Target sequence (O43613 whole entry, looked up): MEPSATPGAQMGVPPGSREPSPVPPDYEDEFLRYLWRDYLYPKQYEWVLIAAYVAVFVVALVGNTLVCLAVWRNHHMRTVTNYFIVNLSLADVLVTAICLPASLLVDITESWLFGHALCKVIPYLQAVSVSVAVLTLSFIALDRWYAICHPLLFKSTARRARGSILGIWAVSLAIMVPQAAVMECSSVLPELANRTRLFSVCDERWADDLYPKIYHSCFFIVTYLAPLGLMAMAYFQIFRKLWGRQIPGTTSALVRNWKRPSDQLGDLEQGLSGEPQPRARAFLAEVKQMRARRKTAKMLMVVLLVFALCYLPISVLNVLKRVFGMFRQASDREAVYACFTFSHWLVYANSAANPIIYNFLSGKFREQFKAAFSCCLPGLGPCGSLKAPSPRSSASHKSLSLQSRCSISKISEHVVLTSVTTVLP
# OX1R antag-2 = OX1R (HCRTR1) antagonists, primary screen, fluorescence, CHO/OX1R cells, Fluo-8 calcium, orexin A; Fluo-8 calcium fluorescence; inhibition, % at 5 µM; hit rate 0.43% among 330,000; AID 434989, 2010;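 active means inhibition above its plate's threshold, mean inhibition of all tested compounds on the plate plus 3 SD, cut at about 37% in these data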;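 further: 0% = orexin A challenge wells and 100% = SB-334867-A antagonist wells; not every result past the cut was called active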
# * marks the source's active call; other numbers are inactive results; i = inactive; . = no result given.
Structure,CHT PAM,OX1R antag-1,OX1R antag-2
CC(=O)Nc1ccc(SCC(=O)c2cc(C)ccc2C)cc1,i,25,-32
CCn1c(CC(=O)Nc2ccc(C)c(Cl)c2)nnc1SCCOc1ccc(OC)cc1,i,13,-13
CCN[C@H]1C[C@H](C)S(=O)(=O)c2sc(S(N)(=O)=O)cc21,i,9,-4
CC1CCN(Cc2nnnn2CCCC(=O)NC(c2ccccn2)C(F)(F)F)CC1 (centres undefined),i,33,-23
O=C(COC(=O)C1CCC(N2C(=O)C3C4CCC(C4)C3C2=O)CC1)c1ccc(F)cc1 (centres undefined),i,11,-9
COc1ccc(OC)c(C(=O)Nc2ccc3[nH]ccc3c2)c1,i,19,-20
O=C(Nc1cccs1)OCCN1CCN(Cc2ccccc2)CCC1=O,i,14,3
CCCCc1c(CCC)c(=N)c2ccccc2n1C,9.4*,18,-29
O=C(Nc1nc2ccccc2[nH]1)c1ccccc1OC(F)F,i,26,-24
Cc1ccc(CN2C(=O)CCC2C(=O)NCCCN2CCCC(C)C2)cc1 (centres undefined),i,-3,-17
OC1(CNCc2ccccc2)C2CC3CC(C2)CC1C3 (centres undefined),i,4,-27
C/C(=N\NS(=O)(=O)c1ccc(C)cc1)c1cccs1,i,12,-27
Cc1n[nH]c(=O)c2c(NC(=O)CSc3ccc(F)cc3)oc(C)c12,i,41,-8
O=C1CN(C(=O)CN2C(=O)NC3(CCCCC3)C2=O)c2ccccc2N1,i,12,2
COc1ccc2cc(C[C@@H]3CC[C@@H](CNC(N)=O)O3)ccc2c1,.,18,-3
O=C(Nc1ccc(OCC(=O)N2CCOCC2)cc1)c1ccccc1F,i,9,-11
CN1CCN(C(=O)c2c(O)c3cccc4c3n(c2=O)CCC4)CC1,i,13,-15
COc1ccc(C(=O)N2CCc3ccccc32)cc1S(=O)(=O)N1CCOCC1,.,1,-15
COc1ccccc1NC(=O)COC(=O)[C@@H]1CCCN1C(=O)c1cccs1,i,20,-15
Nc1c(C(=O)Nc2ccccc2)sc2nc(-c3cccnc3)ccc12,i,11,-37
CCOC(=O)c1ccc(Oc2coc3cc(O)ccc3c2=O)cc1,i,8,-27
COc1cc(OC)cc(C(=O)Nc2ccc(S(=O)(=O)N3CCOCC3)cc2)c1,i,10,2
CCOC(=O)C1=C(C)Nc2ncnn2C1c1ccc(N(C)C)cc1 (centres undefined),i,30,10
CC(C)COc1ccc(C(=O)N/C(=C\c2cccc([N+](=O)[O-])c2)C(=O)OC(C)C)cc1,i,20,-27
CCc1c(C)sc(NC(=O)C2CCCO2)c1C#N (centres undefined),i,8,-15
N#Cc1ccc(C(=O)Nc2cc(S(=O)(=O)N3CCCC3)ccc2OCC(F)(F)F)cc1,i,41,-12
O=C(COc1ccccc1)NCC(=O)NC1=NCCS1,i,15,-7
COc1ccc(CCNC(=O)c2c(O)c3cccc4c3n(c2=O)CC4)cc1,i,14,-20
CCOC(=O)c1sc(N(Cc2ccccc2)C(=O)CCl)nc1C,i,5,-39
COc1cc(OC)c(/C=N/N2CCN(c3ccccc3OC)CC2)c(OC)c1,i,6,-18
CC(Sc1cccc[n+]1[O-])c1ccccc1 (centres undefined),i,2,-23
CCOC(=O)N1CCN(CC(O)COc2ccc(C)cc2C(C)(C)C)CC1 (centres undefined),i,18,-18
O=C(COc1cccnc1[N+](=O)[O-])NCc1ccccc1,i,16,-33
O=C(Nc1ccccc1OC(=O)c1ccc(Cl)cc1)c1ccc(Cl)cc1,i,6,-13
C=CCNCc1ccccc1[N+](=O)[O-],i,11,-5
CC1(C)Cc2ccccc2C(N/N=C/c2ccc(Cl)cc2)=N1,i,12,-23
CN(c1ccc(OCC(=O)NC2CCC(O)CC2)cc1)S(=O)(=O)c1ccc(Cl)cc1 (centres undefined),.,6,-13
Cc1ccc(Cl)c(NC(=O)CN2CCNC(=O)C2)c1Cl,i,0,-14
CN(C)Cc1ccc(CNC(=O)c2ccc(Cl)c(S(=O)(=O)NC3CC3)c2)cc1,.,-1,10
O=C(Cn1ccc(NC(=O)OCc2ccccc2)nc1=O)NCCc1c[nH]c2ccccc12,.,-4,-11
CCCCNC(=S)Nc1ccc(Cl)cc1,i,16,3
Cc1ccc(N(C)C(=O)N2CCN(S(=O)(=O)c3ccc(C)c(C)c3)CC2)cc1,i,9,-29
COc1ccc(NC(=O)c2nnn(CC(=O)Nc3ccc4c(c3)OCO4)c2N)c(OC)c1,i,10,-7
O=C(NNC(=O)[C@@H]1CCCC[C@@H]1C(=O)O)Nc1ccccc1,i,7,-2
COc1cccc(S(=O)(=O)c2nc(C)c3c(n2)CCC3)c1,i,2,-10
CN(C(=O)CSc1nnc(-c2ccc(F)cc2)c2ccccc12)C1CCS(=O)(=O)C1 (centres undefined),i,10,-28
CSc1nc(Sc2cccc(Cl)c2)c2ccccc2n1,i,20,-13
Cc1c(C(=O)Oc2cccc3cccnc23)oc2ccccc12,i,7,12
Cc1cc(NC(=O)CCCn2cc([N+](=O)[O-])cn2)n(Cc2ccc(F)cc2)n1,i,13,-24
CCOc1ccc(-n2nc3c(=S)[nH]nc(C)c3c2C)cc1,i,-35,-20
CCOCCCNC(=O)C(NC(=O)Cc1cccs1)c1ccc(C)cc1 (centres undefined),i,-2,-9
O=S(=O)(c1ccc2ccccc2c1)N1CCOCC1,i,11,4
Cc1cc(-c2csc(NC(=O)C3=COCCO3)n2)c(C)n1C,i,13,-1
Cc1cccc(NC(=O)CCCN=C2NS(=O)(=O)c3ccccc32)c1C,.,6,-7
Cc1cc(C)nc(SCc2nc3ncccn3c2Br)n1,i,16,-9
COc1ccc(C)cc1S(=O)(=O)N(C)CC(=O)NC1CC1,i,21,-16
Cc1ccc(NC(=O)CCC(=O)NNC(=O)c2cccs2)c(C)c1,i,4,-15
COc1ccc(C(=O)O/N=C(/c2cccs2)C(C)(C)C)cc1,i,3,-42
CCNC(=O)CSc1nc2ccccc2c(=O)n1-c1cccc(OC)c1,i,5,-2
CC(C)(C)c1ccc(S(=O)(=O)NCC(=O)N2CCN(C(=O)c3ccco3)CC2)cc1,i,8,-12

# Next records:
Structure,CHT PAM,OX1R antag-1,OX1R antag-2
Cc1ccc(NS(=O)(=O)c2ccc3c(c2)NC(=O)C(C)C(=O)N3)cc1C (centres undefined),i,22,-9
O=C(CN1CCN(c2ccc(Cl)cc2)CC1)Nc1ccc(F)c(F)c1,i,12,-3
CCOC(=O)c1[nH]c(C)c(C(=O)OCC(=O)NC(=O)NC(C)(C)C)c1C,i,0,-14
OC(CN1C2=NCCCN2c2ccccc21)c1ccc2c(c1)OCO2 (centres undefined),i,14,-19
CC(O)c1nc(C(C)O)n(CC(=O)c2ccccc2)n1 (centres undefined),i,17,2
CCOc1ccc(NC(=O)c2c(N)n(C)c(=O)[nH]c2=O)cc1,i,23,-4
Cc1ccc(N(C(=O)C2COc3ccccc3O2)C(C(=O)NC2CCCCC2)c2cn(C)nc2C)cc1 (centres undefined),i,23,-33
Cc1cc(C)n2nc(C(=O)Nc3cccc(S(=O)(=O)N(C)c4ccccc4)c3)nc2n1,i,20,-16
O=C(c1ccccn1)N1CCCC(N2CCN(Cc3ccc4c(c3)OCO4)CC2)C1 (centres undefined),i,5,-1
Brc1ccc(CN2CCN(Cc3c[nH]c4ccccc34)CC2)cc1,i,-7,5
COc1cccc(OC)c1C(=O)Nc1c(C)n(C)n(-c2ccccc2)c1=O,i,9,3
O=C(CN1CCN(c2ccccc2F)CC1)c1ccc2c(c1)OCO2,i,15,0
CCCc1cc(=O)oc2cc(OC(C)C(=O)NCC3CCC(C(=O)O)CC3)ccc12 (centres undefined),i,8,-7
Cc1ccc(OCC(=O)NC2CC(C)(C)NC(C)(C)C2)cc1C,i,6,-11
CC(C)CCn1c(SCCN2CCOCC2)nc2c1c(=O)[nH]c(=O)n2C,i,10,-18
Cc1ccc(OCCn2cnc3c2c(=O)n(C)c(=O)n3C)cc1,i,11,-4
CCn1nc(C(=O)N2CCc3ccccc32)c2ccccc2c1=O,.,8,-22
CCN1CCN(C(=S)c2ccc(SC)cc2)CC1,i,6,-15
COC(=O)[C@H](Cc1ccccc1)NC(=O)NC(C)CCc1ccccc1 (some centres undefined),i,8,23
Cc1ccc(NC(=O)c2cccs2)cc1NC(=O)c1ccco1,i,3,-23
CCCC1=C(C(=O)OCC)C(c2ccccc2OC)NC(=O)N1 (centres undefined),i,20,-6
N#CCCN(C(=O)COC(=O)CNC(=O)c1cccs1)c1ccc(F)cc1,i,17,-20
Cc1ccc(S(=O)(=O)c2nc(NC3CCS(=O)(=O)C3)sc2Cl)cc1 (centres undefined),i,18,-15
O=C(Nc1ccccc1C(=O)O)c1cc(S(=O)(=O)Nc2cccc(F)c2)ccc1Cl,i,-6,-6
CCCCN1C(=O)C(NC(C)=O)c2ccccc21 (centres undefined),i,12,-6
CCOP(=O)(O)c1ccccc1OCCOc1ccccc1P(=O)(O)OCC,i,1,0
O=C(/C=C/c1ccco1)N(Cc1cccc(Br)c1)C1CCS(=O)(=O)C1 (centres undefined),i,1,-21
O=C(Nc1nnc(C2CC2)s1)c1ccc(Cl)c(S(=O)(=O)N2CCc3ccccc3C2)c1,i,30,10
CC(C)N(C(=O)CSc1nc2ccccc2n1-c1ccccc1)C(C)C,i,55*,-23
COC(=O)CN1C(=O)C(C)(C)Oc2ccc(C(=O)NC3CCCC3)cc21,i,5,-5

# (listing goes on)
Structure | CHT PAM | OX1R antag-1 | OX1R antag-2
O=C(NCCc1c[nH]c2ccccc12)C1CCN(S(=O)(=O)c2ccccc2)CC1 | i | 2 | -19
O=C(CCS(=O)(=O)c1ccc(Cl)cc1)N1CCCc2ccccc21 | i | 9 | -23
CCC1(C)Cc2c(sc3nn[nH]c(=O)c23)CO1 (centres undefined) | i | 15 | -14
COc1ncnc(OC)c1S(=O)(=O)NCc1ccccc1 | i | 5 | -2
CCCOc1ccccc1-c1nc2c([nH]1)c(=O)[nH]c(=O)n2C | i | 61 | -5
O=C(O)CC(c1ccc(OC2CCCC2)cc1)N1C(=O)c2ccccc2C1=O (centres undefined) | i | 1 | -10
COc1ccc(C(=O)NC(=S)NCc2cccnc2)cc1Cl | i | 12 | -5
COc1ccc(C)cc1-n1nnnc1SCC(=O)Nc1cccnc1Cl | i | 3 | -8
CSc1ccccc1NC(=O)COc1ccc2c(c1)OCO2 | . | 4 | -14
Cn1c(N)c(-c2ccccc2)c2ccc([N+](=O)[O-])cc2c1=O | i | 32 | 53*
Cc1ccc(C)c(NC(=O)COC(=O)c2ccc3c(c2)OCCO3)c1 | . | -5 | -12
CCN(c1ccccc1)S(=O)(=O)c1csc(C(N)=O)c1 | i | 8 | -8
O=C(Nc1cnc2sc3c(n2c1=O)CCCC3)c1ccc(F)cc1 | i | 13 | -23
CCN(C(=O)/C=C/c1ccc2c(c1)OCO2)c1ccccc1 | i | 32 | -17
CCC(C(=O)NC1CCCC1)n1c(SCc2cccc(C)c2)nc2ccncc21 (centres undefined) | i | 2 | -14
CC(=O)C1=NN(c2ccccc2)C(c2cccs2)N1c1ccc(N(C)C)cc1 (centres undefined) | i | 8 | 12
Cc1cc(C)n(-c2nnc(C)n2/N=C/c2cc(Br)ccc2OCc2ccccc2)n1 | i | 25 | 19
Cc1ccc(Cl)cc1NC(=O)c1cc(S(=O)(=O)N2CCOCC2)cn1C | i | 9 | -20
COC(=O)C1=C(C)NC(=O)CC1c1cc(Br)ccc1F (centres undefined) | i | 16 | -26
COc1ccc(S(=O)(=O)N(Cc2nc3ccccc3c(=O)[nH]2)C2CCCC2)cc1 | i | 17 | -30

# Compound profiles, from the list above:
# `O=C(Nc1cnc2sc3c(n2c1=O)CCCC3)c1ccc(F)cc1` as listed: CHT PAM: i; OX1R antag-1: 13; OX1R antag-2: -23
# `Cc1ccc(Cl)cc1NC(=O)c1cc(S(=O)(=O)N2CCOCC2)cn1C` as listed: CHT PAM: i; OX1R antag-1: 9; OX1R antag-2: -20

# Next entries.
Structure | CHT PAM | OX1R antag-1 | OX1R antag-2
CC(C)Sc1oc(-c2ccco2)nc1S(=O)(=O)c1ccccc1 | i | 4 | -21
CCOc1cc(/C=N/Nc2ccc(C(=O)O)cc2)ccc1OC(=O)c1ccccc1C | i | 15 | 24
O=C(CCn1c(=O)oc2ccccc21)Nc1cccc(Br)c1 | i | 26 | -16
O=C(NCC(c1cccs1)N1CCOCC1)c1cc(S(=O)(=O)N2CCOCC2)ccc1F (centres undefined) | i | 13 | -24
O=C(NCc1ccco1)c1cc([N+](=O)[O-])ccc1Cl | i | 64 | -19
CCCc1cc(=O)[nH]c2nnc(SCC(=O)N3CC(C)OC(C)C3)n12 (centres undefined) | i | 4 | -7
CCOC(=O)c1[nH]c2ccc(F)cc2c1N=C(C)N(CC)CC | i | 11 | -11

# Pulled one by one from the list above:
Structure | CHT PAM | OX1R antag-1 | OX1R antag-2
CN1CCN(C(=O)c2c(O)c3cccc4c3n(c2=O)CCC4)CC1 | i | 13 | -15
O=C(CCS(=O)(=O)c1ccc(Cl)cc1)N1CCCc2ccccc21 | i | 9 | -23
